TbPYK inhibitor – qHTS of Trypanosoma Brucei Inhibitors; pyruvate kinase (Trypanosoma brucei), Q57TT1; TbPYK enzyme, Kinase-Glo Plus ATP luminescence, 45 min; Potency, µM (doses to about 76.8 µM), inactives show at the highest dose activity, negative = inhibition, most hits filed as inhibitors; 410,000 tested, 0.12% active; note: potency is the fitted concentration of half-maximal effect; % is set by controls: 0 for no effect and ±100 for the full control effect; nearly all actives have a fitted effect of over 50% in size
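In this concentration-response screen, enzyme-free wells defined baseline while DMSO plates tracked drift. Each reaction combined TbPYK, substrate, compound and 130 uM ADP for 45 min at room temperature. Kinase-Glo Plus luminescence gave the signal.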
Pf growth 48h – Primary qHTS for delayed death inhibitors of the malarial parasite plastid, 48 hour incubation | P. falciparum luciferase growth in erythrocytes, 48 h | Potency, µM (top dose mostly 28.7 µM), for inactives: at the highest dose activity change, negative = inhibition, actives largely listed as inhibitors | 310,000 tested, 5.9% active | AID 504832, 2011; note: potency is the fitted concentration of half-maximal effect; % is set by controls: 0 for no effect and ±100 for the full control effect
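Growth was read as firefly luciferase luminescence after a 48 h, 37 C, 5% CO2 exposure of compounds to reporter-bearing P. falciparum cultures (0.1% parasitemia, 2% hematocrit final) in Albumax-supplemented RPMI 1640.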
Pf growth 96h – Primary qHTS for delayed death inhibitors of the malarial parasite plastid, 96 hour incubation; P. falciparum luciferase reporter growth, 96 h; 320,000 tested, 6.9% active; Potency, µM (titrated, usually from 28.7 µM), without a hit: at the top dose activity change, negative = inhibition, actives largely listed as inhibitors; note: potency is the fitted concentration of half-maximal effect; % is set by controls: 0 for no effect and ±100 for the full control effect
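P. falciparum expressing integrated firefly luciferase, in erythrocytes at 2% hematocrit, 0.05% parasitemia, incubated with compounds 96 h at 37 C, 5% CO2. Growth inhibition read as loss of luminescence; two-generation exposure targets delayed-death apicoplast inhibitors.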
AMA1 RON2 block – qHTS for Inhibitors of AMA1-RON; Towards Development of Antimalarial Drug Lead: Primary Screen | 360,000 tested, 0.2% active | Potency, µM (doses to about 58.2 µM), for the others: at the top dose activity change, negative = inhibition, usual class: inhibitors | AlphaScreen AMA1-biotinylated RON2 peptide binding;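 note: potency is the fitted concentration of half-maximal effect; 0% = vehicle wells and -100% = peptide control; nearly all actives have a fitted effect of over 45% in size; some results filed as inactive show a strong effect at the top dose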
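AMA1 (3D7) with his tag at 25 nM final met compounds first, then biotinylated RON2 peptide at 25 nM; detection used donor plus acceptor beads, 10 µg/mL apiece, read by AlphaScreen after 30 min at room temperature.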
LmPK inh – qHTS Assay for Inhibitors of Leishmania Mexicana Pyruvate Kinase (LmPK). Potency, µM (doses to about 57.5 µM), for inactives: top-dose activity change, negative = inhibition, usual class: inhibitors. AID 1721, 2009. purified LmPK, Kinase-Glo ATP luminescence, 1 h. 290,000 tested, 0.37% active. Q27686; note: potency is the fitted concentration of half-maximal effect; % is set by controls: 0 for no effect and ±100 for the full control effect
Target sequence (Q27686 whole entry, looked up): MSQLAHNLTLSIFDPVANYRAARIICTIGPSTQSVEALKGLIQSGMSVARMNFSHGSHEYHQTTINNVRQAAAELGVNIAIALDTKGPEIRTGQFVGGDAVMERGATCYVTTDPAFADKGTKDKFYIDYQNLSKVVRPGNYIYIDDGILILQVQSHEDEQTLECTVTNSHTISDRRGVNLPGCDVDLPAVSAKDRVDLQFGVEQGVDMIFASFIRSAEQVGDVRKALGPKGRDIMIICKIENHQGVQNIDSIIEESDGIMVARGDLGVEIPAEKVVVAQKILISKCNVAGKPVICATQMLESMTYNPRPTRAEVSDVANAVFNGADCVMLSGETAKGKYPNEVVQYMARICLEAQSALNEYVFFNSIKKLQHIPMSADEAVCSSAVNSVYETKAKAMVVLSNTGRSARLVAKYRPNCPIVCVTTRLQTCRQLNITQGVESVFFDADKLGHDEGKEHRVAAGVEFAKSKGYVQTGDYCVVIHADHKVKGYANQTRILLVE
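qHTS format; LmPK 0.1 nM; substrates PEP 0.5 mM and ADP 0.1 mM. One-hour room-temperature incubation, then coupled luciferase luminescence; 0.5 nM enzyme wells mark activation.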
Cycloheximide cs – Cycloheximide Counterscreen for Small Molecule Inhibitors of Shiga Toxin; cell reporter, cycloheximide protein synthesis inhibition counterscreen; max response, %; 300,000 tested, 12% active; in the data active = max response mostly above about 13%, no sharp cut-off; inactive = mostly below about 14%; note: read at 38.3 µM for the half of the compounds with a filed dose; 0% is about no effect
Shiga toxin inh – A qHTS for Small Molecule Inhibitors of Shiga Toxin | Vero cells, Shiga toxin protein synthesis inhibition reporter | inhibition, % at 38.7 µM | 290,000 tested, 9.2% active; in the data active = inhibition mostly above about 28%, no sharp cut-off; inactive = mostly below about 43%; note: 0% is about no effect
The depositor's hits bear a star; ? = inconclusive; · = not tested or not shown; [ ] = dose if it differs, or a comment. Unless noted, calls come from the whole dose curve; as a rule, active = well fitted curve in the direction sought with a large enough effect; inconclusive = small, poorly fitted or top-dose-only effect, or another doubt; inactive = no such curve, though single readings can be large; an effect the other way counts as inactive or inconclusive. Outcome played no part in choosing rows; about 21% have a hit in one of these screens.

Each structure is followed by: TbPYK inhibitor, Pf growth 48h, Pf growth 96h, AMA1 RON2 block, LmPK inh, Cycloheximide cs, Shiga toxin inh
O=C(Nc1nc(-c2ccccc2)cs1)c1ccc(N2CCOCC2)c([N+](=O)[O-])c1
→ -5%, ?, 17%, ?, 0%, -4, -8
O=C(O)c1ccc(/C=N/O)cc1
→ -2%, 36%[activator], 21%, 14%, 0%, -1, 3
CCCCC(C(=O)O)C(C)CC(=O)Nc1cccc(C(=O)O)c1 (centres undefined)
→ 4%, 4%, -5%, -13%, 11%, -8, -2
O=C(NNS(=O)(=O)c1ccccc1[N+](=O)[O-])c1cccc(Br)c1
→ -2%, -23%, -3%, -5%, 1%, 1, 1
COc1cc(NC(=O)COC(=O)C=C(C)C)c(C)cc1[N+](=O)[O-]
→ -1%, 10%, 21%, -7%, 1%, 10, 22
COc1ccc(C(=O)Nc2nnc(CCS(=O)(=O)c3ccc(C)cc3)s2)cc1
→ -5%, 22%, 74%[activator], -8%, 3%, 7, 42
CC(C)(C)n1cc(C(=O)c2ccccc2)cc1-c1ccccc1
→ 0%, 12µM*, ?, ?, 3%, -1, 33
Cc1cccn2c(=O)c3cc(C#N)c(=O)n(Cc4cccnc4)c3nc12
→ -3%, 8%, ?, -6%, 6%, -2, -5
Cc1cc(C(=O)NC(C)C2CCCO2)c(C)o1 (centres undefined)
→ -9%, -2%, -21%, -1%, 1%, -2, -10
CCCn1c(N)c(C(=O)CN(C)CC(=O)Nc2cc(C)ccc2C)c(=O)[nH]c1=O
→ -13%, 5%, 15%, 13%, ·, ·, ·
NS(=O)(=O)c1ccc2c(c1)oc(=O)c1cc(S(N)(=O)=O)ccc12
→ -4%, -6%, 0%, -15%, 8%, 0, 19
OCCN(CCO)CC(O)COc1ccc(C23CC4CC(CC(C4)C2)C3)cc1 (centres undefined)
→ -6%, -8%, 151%[activator], -3%, 5%, 16, 36
COc1ccccc1CN(C(=O)CCl)C(C(=O)NC1CCCCC1)c1ccncc1 (centres undefined)
→ -15%, ?, ?, -5%, -3%, -1, -11
COc1ccc(CCNC(=O)C2CCN(S(=O)(=O)N3CCOCC3)CC2)cc1OC
→ -20%, 11%, ?, 2%, -1%, 8, -12
CC(=O)N1CCOCCOCCN(C(C)=O)CCOCC1
→ -24%, -9%, ?, 28%, 1%, -4, -2

Fetched by compound from the entries so far, 4 records:
Each structure is followed by: TbPYK inhibitor, Pf growth 48h, Pf growth 96h, AMA1 RON2 block, LmPK inh, Cycloheximide cs, Shiga toxin inh
O=C(Nc1nc(-c2ccccc2)cs1)c1ccc(N2CCOCC2)c([N+](=O)[O-])c1
→ -5%, ?, 17%, ?, 0%, -4, -8
Cc1cc(C(=O)NC(C)C2CCCO2)c(C)o1 (centres undefined)
→ -9%, -2%, -21%, -1%, 1%, -2, -10
CCCn1c(N)c(C(=O)CN(C)CC(=O)Nc2cc(C)ccc2C)c(=O)[nH]c1=O
→ -13%, 5%, 15%, 13%, ·, ·, ·
CCCCC(C(=O)O)C(C)CC(=O)Nc1cccc(C(=O)O)c1 (centres undefined)
→ 4%, 4%, -5%, -13%, 11%, -8, -2

Compound profiles (already shown):
OCCN(CCO)CC(O)COc1ccc(C23CC4CC(CC(C4)C2)C3)cc1 (centres undefined) is entered as TbPYK inhibitor: -6%; Pf growth 48h: -8%; Pf growth 96h: 151%[activator]; AMA1 RON2 block: -3%; LmPK inh: 5%; Cycloheximide cs: 16; Shiga toxin inh: 36
CCCCC(C(=O)O)C(C)CC(=O)Nc1cccc(C(=O)O)c1 (centres undefined) is entered as TbPYK inhibitor: 4%; Pf growth 48h: 4%; Pf growth 96h: -5%; AMA1 RON2 block: -13%; LmPK inh: 11%; Cycloheximide cs: -8; Shiga toxin inh: -2

The results go on:
Each structure is followed by: TbPYK inhibitor, Pf growth 48h, Pf growth 96h, AMA1 RON2 block, LmPK inh, Cycloheximide cs, Shiga toxin inh
CCOC(=O)C1CCN(C(=O)CCc2c(C)nc3cc(-c4ccc(OC)cc4OC)nn3c2C)CC1
→ -3%, 13µM*, ?, 8%, 3%, -1, -2
O=C(NCc1ccc(N2CCCC2=O)cc1)c1cn(Cc2ccccc2)nn1
→ -3%, 3%, -6%, 7%, 5%, -1, -21
Cc1cc(C(=O)OCC(=O)N(CC(C)C)c2c(N)n(Cc3ccccc3)c(=O)[nH]c2=O)c2ccccc2n1
→ -7%, ?, ?, 5%, ·, ·, ·
COc1c(-c2ccccc2)oc2c(ccc3occc32)c1=O
→ 0%, -27%, -23%, 7%, ·, ·, ·
O=C(c1cc(N2C(=O)C3C4CCC(C4)C3C2=O)ccc1Cl)N1CCCCCC1 (centres undefined)
→ -1%, ?, ?, 8%, -12%, 3, -13
CCOc1ccccc1NC(=S)Nn1cnnc1
→ -29%, 2%, -28%, 24%, -11%, 5, -25
Cc1ccnc(NS(=O)(=O)c2ccc(NC(=O)c3cc(-c4ccccc4)nc4ccccc34)cc2)n1
→ 1%, 26%, -4%, 8%, 5%, 1, -7
CCS(=O)(=O)c1nc(S(=O)(=O)c2ccc(C)cc2)c(NCC(C)C)s1
→ -9%, ·, ·, ·, ·, -5, 8
C=CCN1C(=O)c2ccc(C(=O)N3CCN(S(=O)(=O)c4cc(C)ccc4C)CC3)cc2C1=O
→ 0%, 6%, -1%, -12%, ·, ·, ·
NS(=O)(=O)c1cccc(NC(=O)CN2CCC(Cc3ccccc3)CC2)c1
→ -2%, -10%, -1%, 1%, 12%, -3, -5
Cc1cc(C)c2nc(SCC(=O)NCC3CCCO3)c(C#N)cc2c1 (centres undefined)
→ 4%, 51%, -3%, -4%, -1%, 7, 9
CCOc1ccc(NS(=O)(=O)c2ccc(C(=O)N(C)CC(=O)Nc3ccc(OC)cc3)cc2)cc1
→ -5%, ?, 5%, -8%, ·, ·, ·
Cc1cc(C=O)c(C)n1-c1ccc(NC2CCCCC2)c([N+](=O)[O-])c1
→ 0%, 53%[activator], ?, -29%, 6%, 7, 19
COc1ccc2c(=O)c(C(=O)NCCc3ccccc3)c[nH]c2c1
→ -14%, 2%, -16%, -4%, 0%, 25*, 18*
COc1ccc2cc(/C=N/NC(=O)CSCc3ccc([N+](=O)[O-])cc3)c(Cl)nc2c1
→ -10%, ?, ?, 2%, 4%, -3, -14
O=[N+]([O-])c1cc(C(F)(F)F)ccc1N1CCN(CCO)CC1
→ 0%, 5%, -17%, 2%, 8%, -1, -4
O=C(O)c1cc(NC(=O)c2ccc3c(c2)C(=O)N(Cc2ccccc2)C3=O)cc(C(=O)O)c1
→ -18%, 15%, -10%, -8%, -6%, 0, -14
O=C(CN1N=C(c2ccccc2)CCC1=O)NCc1ccccc1
→ 3%, 14%, -13%, -10%, -5%, 6, 13
CN1CCCN(Cc2cccc3ccccc23)CC1
→ 11%, 37%[activator], ?, 11%, 0%, -3, ·
O=S(=O)(NCc1ccccn1)c1ccc(Br)s1
→ -9%, 16%, ·, 35%[activator], 2%, 10, 26
COC(=O)c1ccc(C2C(C#N)=C(N)Oc3cc(N)ccc32)cc1 (centres undefined)
→ 2%, -21%, 12µM*, -1%, -5%, 2, -15
CCc1c(O)nc2sc3ccccc3n2c1=O
→ -6%, 25%, 59%[activator], -3%, -11%, -5, -10
CCn1c(=O)[nH]c2cc(C(=O)Nc3cc(C)cc(C)c3)ccc2c1=O
→ -7%, 4.7µM*, 30%, -19%, 1%, -5, -17
CN(C)CCn1ccc(O)c(Cc2ccc(Cl)cc2)c1=O
→ -7%, 3%, -26%, 1%, -4%, -4, -2
O=C1c2ccccc2C(=O)N1CC(O)Cn1nnc2ccccc21 (centres undefined)
→ 5%, -3%, 9.3µM*, -4%, -2%, -1, -4
CCCN1CCCC(C(=O)c2cc(C)c(OC)c(C)c2)C1 (centres undefined)
→ -7%, 0%, ?, -3%, 4%, -2, -10
CC(=O)N(c1ccc(Br)cc1)C1C=CS(=O)(=O)C1 (centres undefined)
→ 0%, 12%, -10%, 6%, 1%, -3, -2
CCOC(=O)C1CCN(C(=O)Nc2c(-c3ccccc3)noc2C)CC1
→ -15%, 1%, -2%, 2%, 2%, -2, -16
O=C1c2ccccc2C(Nc2ccc(S(=O)(=O)N3CCCCC3)cc2)N1Cc1ccco1 (centres undefined)
→ ?, ·, ?, -11%, 2%, -4, 3
COc1ccc(C(=O)O/N=C(/C)c2cccs2)cc1
→ 25µM*, ·, 13%, -2%, 3.5µM*, 34*, 61*

Structures above that contain a thiophene ring, fused or not:
Each structure is followed by: TbPYK inhibitor, Pf growth 48h, Pf growth 96h, AMA1 RON2 block, LmPK inh, Cycloheximide cs, Shiga toxin inh
O=S(=O)(NCc1ccccn1)c1ccc(Br)s1
→ -9%, 16%, ·, 35%[activator], 2%, 10, 26
COc1ccc(C(=O)O/N=C(/C)c2cccs2)cc1
→ 25µM*, ·, 13%, -2%, 3.5µM*, 34*, 61*

The results go on:
Each structure is followed by: TbPYK inhibitor, Pf growth 48h, Pf growth 96h, AMA1 RON2 block, LmPK inh, Cycloheximide cs, Shiga toxin inh
O=c1cc(O)n(-c2ccccc2F)c(=S)[nH]1
→ -32%, 17%, ·, 13%, -2%, 2, 22
COC(=O)c1ccccc1NC(=O)CSc1ccccc1
→ -5%, -20%, 0%, 2%, -6%, 1, 25
Cc1ccc(C(=O)NCc2ccccc2)c(F)c1F
→ 2%, 13%, 18%, 5%, 1%, 14, 65*
CC(C)(C)n1nnnc1C(c1cccs1)N1CCN(c2ccccc2)CC1 (centres undefined)
→ 2%, ?, 24%, 6%, 0%, -3, -5
Cc1cccc(-c2nc3c(s2)CCc2onc(-c4ccc(Br)cc4)c2-3)c1
→ 2%, 83%[activator], 71%[activator], 7%, -1%, -2, 10
N#Cc1c(N2CCCCC2)nc(N)c2c(N)nc3c(c12)CC(CCl)O3 (centres undefined)
→ -4%, -19%, ?, 3%, -2%, 0, -13
Cc1nc(N2CCN(c3ccc(Cl)cc3)CC2)[nH]c(=O)c1C
→ -8%, ?, ?, 8%, 1%, -3, -13
O=C1Nc2ccc(F)cc2C12Nc1ccccc1-c1nnc(SCc3ccccc3Cl)nc1O2 (centres undefined)
→ -1%, 13%, ?, -8%, -3%, 13, -1
CC/C(=N\NC(=O)c1ccccc1Cl)c1ccc(Br)s1
→ -3%, ?, ?, 0%, 4%, -1, 14
CC12CN3CC(C)(CN(C1)C3c1ccc(Cl)cc1Cl)C2O (centres undefined)
→ 3%, 21%, 0%, 21%, 10%, 8, 16
CCOC(=O)c1[nH]c(C)c(C(=O)N2CCCC(Nc3ccc(C)c(C)c3)C2)c1C (centres undefined)
→ -7%, -8%, 43%[activator], 0%, 4%, -4, -5
CCOc1ccc(NC(=O)CN(c2cc(C)cc(C)c2)S(=O)(=O)c2c(C)noc2C)cc1
→ -1%, 7%, ?, 1%, 4%, 3, -7
Cc1ccc([N+](=O)[O-])cc1S(=O)(=O)NCC1COc2ccccc2O1 (centres undefined)
→ -5%, 3%, ?, -1%, -1%, 9, -9
COc1ccc(NC(=O)c2ccco2)cc1S(=O)(=O)N1CCOCC1
→ -2%, 10%, 2%, 13%, -9%, -3, -15
